AmpC inh no detg: qHTS Inhibitors of AmpC Beta-Lactamase (assay without detergent) | P00811 | AmpC nitrocefin hydrolysis, absorbance 480 nm, 0.0001% Triton | Potency, µM (doses to about 57.1 µM), for the others: at the highest dose activity change, negative = inhibition, usual class: inhibitors | actives 0.52% (n = 330,000) | AID 485341, 2010;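 further: potency means the concentration at half of the fitted maximal effect; plate controls were no compound for no effect and no enzyme for full effect; nearly all actives have a fitted effect of over 20% in size; some results filed as inactive show a strong effect at the top dose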
Target sequence (P00811 whole entry, looked up): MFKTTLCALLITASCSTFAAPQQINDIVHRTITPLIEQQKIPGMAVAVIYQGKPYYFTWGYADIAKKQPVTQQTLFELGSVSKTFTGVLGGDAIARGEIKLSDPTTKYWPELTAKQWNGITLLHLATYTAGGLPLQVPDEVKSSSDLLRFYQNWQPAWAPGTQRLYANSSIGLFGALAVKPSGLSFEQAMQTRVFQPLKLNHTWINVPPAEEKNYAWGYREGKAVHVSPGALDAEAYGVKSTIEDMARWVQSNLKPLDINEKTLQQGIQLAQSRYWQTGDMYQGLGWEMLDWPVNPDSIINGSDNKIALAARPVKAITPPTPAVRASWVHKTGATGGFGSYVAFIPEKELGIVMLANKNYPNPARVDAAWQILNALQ
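20 mM phosphate pH 7.0 + 0.01% (detergent screen) or 0.0001% Triton X-100; 5.3 nM AmpC reagent; cpd preinc 15 min RT; nitrocefin (800 uM stock) to start; A480 q20 s × 4 min; Activity was normalised to no-enzyme and no-compound control wells.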
HCMV inh: qHTS Assay for inhibitors of the human cytomegalovirus (HCMV); activity change, negative = inhibition, % at 57.5 µM; AID 1259415, 2018; HFF cells, HCMV-luciferase reporter, 72 h; hits give low values; actives 4.5% (n = 410,000); in the data active means activity change below about -60%; inconclusive means no clear call, values can overlap the other calls; inactive means above about -39%
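Screen run at 2 compound doses on HFFs infected with reporter HCMV, MOI 1 PFU/cell. Luciferase activity from cell lysates at 72 h post infection gave inhibition relative to buffer-only and Salinomycin wells.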
AmpC inh detg: qHTS Inhibitors of AmpC Beta-Lactamase (assay with detergent); P00811; AmpC hydrolysis of nitrocefin, absorbance 480 nm, 0.01% Triton; Potency, µM (doses to about 114 µM), without a hit: at the top dose activity change, negative = inhibition, actives largely listed as inhibitors; actives 0.041% (n = 370,000); AID 485294, 2010;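 further: potency means the concentration at half of the fitted maximal effect; 0% = no-compound wells and -100% = no-enzyme wells; nearly all actives have a fitted effect of over 25% in size; some results filed as inactive show a strong effect at the top dose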
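AmpC (5.3 nM in the dispensed reagent) in 20 mM phosphate pH 7.0 with 0.01% (detergent screen) or 0.0001% Triton X-100 was preincubated with compounds for 15 min at room temperature. Nitrocefin was then added from an 800 uM solution, and hydrolysis was followed at 480 nm.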
Sm TGR block: qHTS Assay for the Inhibitors of Schistosoma Mansoni Peroxiredoxins. Potency, µM (titrated, usually from 114 µM), without a hit: at the top dose activity change, negative = inhibition, actives largely listed as inhibitors. purified TGR, DTNB reduction, TNB absorbance 405 nm. actives 3% (n = 360,000); further: potency means the concentration at half of the fitted maximal effect; nearly all actives have a fitted effect of over 60% in size
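TGR 20 nM + NADPH 100 uM (dispensed conc.), cpd preinc 15 min RT; start with NADPH (500 uM addition) then DTNB (15 mM addition). Kinetic TNB absorbance, 405 nm filter. Four-parameter Hill fit across titration.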
HCV inhibitor: qHTS Assay for Inhibitors of Hepatitis C Virus (HCV); Huh7.5.1 HCVcc-Cre infection, luciferase reporter, 44 h; Potency, µM (titrated, usually from 41.8 µM), inactives show at the highest dose activity change, negative = inhibition, actives largely listed as inhibitors; actives 3.4% (n = 340,000); further: potency means the concentration at half of the fitted maximal effect
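A cell-based infection assay in which seeded cells (1,000 per well) receive test compound after 4 h, are inoculated with HCVcc-Cre at approximately 0.5 moi, and are incubated 44 h before luminescence detection.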
FBPA Giardia inh: qHTS Assay for Inhibitors of Fructose-1,6-bisphosphate Aldolase from Giardia Lamblia. Potency, µM (top dose mostly 59.6 µM), without a hit: at the top dose activity, negative = inhibition, most hits filed as inhibitors. actives 0.71% (n = 290,000). purified Giardia FBPA. A8B2U2; further: potency means the concentration at half of the fitted maximal effect; nearly all actives have a fitted effect of over 55% in size
Target sequence (A8B2U2 whole entry, looked up): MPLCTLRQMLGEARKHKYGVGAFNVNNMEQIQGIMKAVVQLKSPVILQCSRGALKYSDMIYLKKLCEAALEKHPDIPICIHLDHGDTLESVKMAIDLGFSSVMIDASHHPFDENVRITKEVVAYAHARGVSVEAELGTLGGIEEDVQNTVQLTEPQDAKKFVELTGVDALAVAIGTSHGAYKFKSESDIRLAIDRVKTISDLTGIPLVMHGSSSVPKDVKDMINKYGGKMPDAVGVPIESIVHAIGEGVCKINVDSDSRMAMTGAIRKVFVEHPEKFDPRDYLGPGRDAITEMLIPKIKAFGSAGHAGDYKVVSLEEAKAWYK
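Giardia FBPA (40 nM reagent) was preincubated 10 min at RT with compound (up to 57.5 uM final), then substrate plus GAPDH/TPI/NAD/arsenate coupling system with diaphorase/resazurin was added; resorufin fluorescence (525/598 nm) was read after 20 min.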
* = called active by the depositor; u = inconclusive; x = not tested or not shown; [ ] = remark or other dose. Unless noted, the call rests on the fitted dose curve; in most records, active means well fitted curve in the direction sought with a large enough effect; inconclusive means small, poorly fitted or top-dose-only effect, or another doubt; inactive means no such curve, though single readings can be large; an effect the other way counts as inactive or inconclusive. Unless noted, on the % scale 0 is the no-effect control and ±100 the full control effect. An unsorted share of the library (roughly 9.9% active in at least one column).

SMILES	AmpC inh no detg	HCMV inh	AmpC inh detg	Sm TGR block	HCV inhibitor	FBPA Giardia inh
CO/N=C/NC(=O)NOCc1c(Cl)cccc1Cl	x	-104*	-4%	5%	-11%	-1%
OC(CCc1cccc(Cl)c1)c1cccs1 (centres undefined)	-22%	0	-8%	-16%	-25%	6%
Cc1cc(=O)n(CC(C)O)c(O)c1C#N (centres undefined)	-22%	1	-3%	u	25%	u
O=C1c2ccccc2C(=O)N1CCc1nc2ccccc2c(=O)n1-c1ccccn1	-21%	9	u	-8%	18%	2%
COc1cc(NC(=O)c2cccc(C)c2)ccc1NC(=O)c1cc2ccccc2o1	-1%	-87*	3%	-11%	u	5%
COc1ccc(-n2c(-c3ccc(Br)cc3)c[n+]3c2SC(C)C3)cc1 (centres undefined)	1%	-96*	-8%	-3%	-3%	4%
CCOC(=O)CSc1nc2c(c(-c3ccc(C)o3)c1C#N)CCCC2	15%	-15	-1%	45µM*	u	-25%
CSCCC(NS(=O)(=O)c1ccc2c(c1)OCCO2)C(=O)N(C)Cc1ccc(F)cc1 (centres undefined)	29%	-18	u	1%	6%	x
CCOC(=O)c1c(C)[nH]c(C(=O)OCC(=O)c2c(N)n(C)c(=O)n(C)c2=O)c1C	0%[2.29 µM]	x	-3%	-3%	x	2%
CCOc1ccc(N(CC(=O)Nc2cccc(C)c2C)S(=O)(=O)c2c(C)[nH]c(=O)[nH]c2=O)cc1	-21%	-17	6%	1%	9%	0%
CN(C)c1ccc(N=Nc2ccccc2C(=O)OCC(=O)Nc2ccccc2C(F)(F)F)cc1	-19%	-75*	-9%	-15%	0%	-5%
N#C/C(=C\c1cccc([N+](=O)[O-])c1)C(=O)NCc1cccnc1	-11%	-9	-1%	-3%	-1%	-15%
Cc1cc(C)n(CCc2nc(-c3ccc(C)o3)cs2)n1	-4%	46	-1%	7.9µM*	-12%	u
Cc1ccccc1-c1noc(N)c1C#N	-18%	-1	-12%	0%	-8%	-9%
COC(=O)c1sccc1S(=O)(=O)N(CC(=O)Nc1ccccc1)c1ccccc1	x	u	5%	6%	x	x
CCOCCCN1C(=O)C2C(C(=O)Nc3ccc(OCC)cc3)C3C=CC2(O3)C1C(=O)NC1CCCCC1 (centres undefined)	26%	x	-1%	0%	u	1%
Cc1ccc(C)c(N2C(=O)c3ccc(C(=O)OCC(=O)c4c(N)n(C)c(=O)n(C)c4=O)cc3C2=O)c1	-15%	u	-3%	-12%	2%	-12%
O=C(NNc1cc(N2CCOCC2)nc(N2CCOCC2)n1)c1ccc(Cl)c(Cl)c1	30%	63	-5%	-11%	u	-26%
CCOc1cccc(NC(=O)C(Cc2cccs2)c2nn[nH]n2)c1 (centres undefined)	-18%	-5	-5%	1%	0%	-8%
CC(C)C[C@H](NC(=O)NC1CCCc2ccccc21)C(=O)O (some centres undefined)	-2%	-13	-5%	1%	7%	1%
O=C(c1ccc(Br)o1)N1CCC(c2nc3ccccc3[nH]2)CC1	-8%	-23	u	40µM*	8%	x
COc1ccc(CCN2CN(S(=O)(=O)c3ccccc3)c3nc4ccccc4nc32)cc1OC	-24%	-66*	u	-11%	u	-5%
CC(C)(C)c1ccc(S(=O)(=O)C(C)(C)C)cc1	2%	3	u	-1%	4%	2%
COc1ccc(S(=O)(=O)N(CCc2ccccc2)CC(=O)O)cc1Cl	-10%	-16	-3%	0%	-16%	12%
CCCCc1ccc(-n2nc3cc(Cl)c(NC(=O)c4ccc(OC)cc4)cc3n2)cc1	x	18	-2%	1%	x	x
O=C(Nc1ccc2c(c1)OCO2)N1CCN(c2ccccc2)CC1	-14%	u	6%	0%	5%	0%
COC(=O)/C=C1\S/C(=N\N=C\CC(=O)OC)NC1=O	-37%	25	10%	-8%	-9%	16µM*
CC[C@H](C)[C@H](NC(N)=O)C(=O)Nc1ccc(C)cc1	-14%	u	-4%	-8%	17%	5%
Cc1nc(-c2cc(-c3ccc(Cl)cc3)no2)cs1	-8%	52	2%	-28%	-19%	5%
Cc1ccc(-c2nn(CCC(=O)O)cc2CCC(=O)O)cc1	-9%	29	u	1%	10%	2%
Cc1cccc(/C=N/NC(=O)c2ccc(NC(=O)c3ccc(F)cc3)cc2)n1	18µM*	11	-1%	-6%	u	6%
CCN(C(=O)c1ccc2c(=O)n3c(nc2c1)CCCCC3)c1ccccc1C	7%	-29	-13%	0%	-5%	x
COc1ccc(-c2nc3n(c(=O)c2C#N)CCCS3)cc1	-1%	-18	u	0%	u	8%
O=C(CSc1nnc(CNC(=O)c2ccccc2)o1)NCC1CCCO1 (centres undefined)	-18%	15	7%	-1%	8%	x
CC(C)c1nnc(NC(=O)CCC(=O)Nc2ccc(F)cc2)s1	-17%	-31	-5%	-3%	1%	2%
CCN(CC)S(=O)(=O)c1cccc(C(=O)OCc2cc(=O)n3nc(C)sc3n2)c1	2%	-25	1%	-10%	-1%	5%
CCCCN1CCc2[nH]c(=S)[nH]c(=O)c2C1	1%	-7	u	-8%	8%	16µM*
CCN1CCN(CCCNC(=O)C(=O)c2c(C)[nH]c3ccccc23)CC1	-7%	11	-2%	-10%	3%	2%
Cc1onc(-c2ccccc2Cl)c1C(=O)N1CCN(S(=O)(=O)c2ccc(F)c(F)c2)CC1	104%[activator]	-19	3%	-3%	1%	-7%
CCC(C(=O)O)P(=O)(c1ccc(Cl)cc1)c1ccc(Cl)cc1 (centres undefined)	-9%	-34	-7%	x	6%	12%
C[C@H](NC(=O)c1nc[nH]c1C(=O)N[C@H](C)c1ccccc1)C(=O)OCc1ccccc1	-1%	1	-8%	0%	1%	u
O=C(CC1C(=O)NCCN1Cc1ccccc1F)NC1CCCCCC1 (centres undefined)	24%	37	-3%	u	x	x
COCCn1c(SCC(=O)N2CCCc3ccccc32)nc2c(c1=O)SC(C)C2 (centres undefined)	74%[activator]	-17	u	-10%	10%	5%
Cc1nn(CC(=O)N2CCN(C)CC2)c(=O)c2ccccc12	0%	-2	2%	0%	15%	0%
CN(Cc1ccccc1)C(=O)CSc1nc2ccsc2c(=O)n1-c1ccc(F)cc1	x	u	-4%	-4%	x	x
O=C(Nc1ccc(S(=O)(=O)N2CCc3ccccc32)cc1)c1ccc2c(c1)OCO2	u	-85*	-1%	-8%	u	2%
Cc1[nH]c(C)c(S(=O)(=O)NCc2ccc(F)cc2)c1C(=O)N1CCCC1	-1%	-10	0%	0%	15%	x
CCN1CCN(c2c(S(=O)(=O)c3ccc(C)c(C)c3)cnc3cc(OC)c(OC)cc23)CC1	x	-36	-4%	-2%	x	x
CSc1ccccc1OCc1cc(C(=O)NCc2cnc(C)cn2)no1	0%	-3	5%	-22%	1%	x
COCCNC(=O)c1cc(-c2ccc(-c3ccccc3)cc2)nc2ccccc12	-30%	-77*	0%	0%	10µM*	x
O=C(Cc1cccs1)NCCS(=O)(=O)N1CCN(c2cccc(Cl)c2)CC1	0%	-18	-22%	1%	-13%	x
COC(=O)Cc1ccc(NC(=S)NCc2ccccc2Cl)cc1	-12%	u	-6%	5%	5%	4%
Cc1ccc2[nH]c(=O)c(C3=NN(C(=O)CCC(=O)O)C(c4cccs4)C3)c(-c3ccccc3)c2c1 (centres undefined)	-23%	-28	u	-3%	-1%	4%
CCN(CC)S(=O)(=O)c1ccc(C(=O)Nc2cccc(C)c2)cc1	-14%	-26	1%	-1%	u	-8%
Cc1cccc(N2CCN(c3ncnc4onc(C)c34)CC2C)c1 (centres undefined)	x	-100*	25%	4%	x	x
CCC(=O)Nc1ccc(NC(=O)CSc2nc3cc4c(cc3cc2C)CCC4)cc1	-16%	-24	-7%	-17%	u	3%
CCOC(=O)c1c(C)n(C)c2c1cc(OC(C)=O)c1ccccc12	-42%	24	-6%	2%	u	19%
COc1cc2c(cc1OC)C(c1ccc([N+](=O)[O-])cc1)NCC2 (centres undefined)	-14%	54	-14%	-16%	0%	-1%
C=CCn1c(SCC(=O)N2CCOCC2)nc2scc(-c3ccco3)c2c1=O	94%[activator]	x	u	4.5µM*	u	u
CN(C)c1cc[n+](CC(=O)Nc2ccc(Cl)c([N+](=O)[O-])c2)cc1	3%	-96*	-3%	19%	8%	8%
S=c1[nH]nc(Cc2cccc3ccccc23)o1	-37%	-34	1%	-1%	19%	2%

From PubChem
